Compound activity (PubChem)
3CLpro inhibitor – SARS-CoV 3CLpro protease inhibition; actives 0.14% (n = 290,000); inhibition, % at 6 µM; P0C6X7; AID 1706; recombinant SARS-CoV 3CLpro, quenched FRET peptide cleavage; in the data active = inhibition above about 12%
PrPC surface inh – inhibitors of human cell surface prion protein PrPC | TR-FRET read-out | AID 720596 | inhibition, % at 13.8 µM | P04156 | actives 0.43% (n = 370,000); in the data active = inhibition above about 24%; also: 0% = median of the test wells and 100% = reference compound wells
SSB-PriA inh – blocks PriA binding to SSB C-terminal tail; AlphaScreen SSBct-PriA binding, biotinylated peptide; inhibition, % at 33 µM; actives 0.6% (n = 430,000); AID 1272365; in the data active = inhibition mostly above about 37%, no sharp cut-off; inactive = mostly below about 20%;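 also: plate controls were negative control peptide for no effect and reference peptide for full effect; strong numbers were not always called active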
Anthrax LF prot – anthrax lethal factor protease inhibition | inhibition, % at 10 µM | multiplex microsphere protease cleavage assay, LF | P15917 | actives 0.12% (n = 360,000); also: plate controls were buffer without enzyme for full effect and enzyme alone for no effect
BoNT A protease – inhibitors of Botulinum neurotoxin A light chain protease; actives 0.17% (n = 360,000); inhibition, % at 10 µM; multiplex microsphere protease substrate cleavage, flow cytometry; also: plate controls were buffer without enzyme for full effect and enzyme alone for no effect
TcdB inh – inhibitors of Clostridioides difficile toxin B glycohydrolase. inhibition, % at 9.99 µM. TcdB glycohydrolase enzymatic assay, plate reader. actives 0.24% (n = 350,000). P18177; in the data active = inhibition above about 10%
PfHsp40 yeast – restores yeast growth despite PfHsp40 toxicity; S. cerevisiae expressing PfHsp40, growth rescue, ATP luminescence; growth rescue, % at 12.5 µM; actives 0.68% (n = 340,000); AID 504582; in the data active = growth rescue above about 28%, passing the limit was not always enough; inconclusive = no clear call, values can overlap the other calls;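 also: yeast W303a lacking pdr1 and pdr3 grown in galactose medium; growth measured after three days at 30 °C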
BH1578 lux ind – quorum light induction in luxS cqsA deficient V. cholerae. V. cholerae BH1578 lux reporter, luminescence, 6 h. activation, % at 18.7 µM. AID 588436. actives 0.16% (n = 350,000); in the data active = activation mostly above about 9.7%, no sharp cut-off; inconclusive = no clear call, values can overlap the other calls; inactive = mostly below about 3.7%; also: not every result past the cut was called active; inactives centre near 0; reference of the scale not given here
Yp Topo-I inh – inhibitors of Yersinia pestis topoisomerase I; activity, % at 10 µM; Y. pestis Topo-I cleavage product accumulation, plate reader; AID 504884; actives 0.064% (n = 360,000); in the data active = activity above about 50%, passing the limit was not always enough; inconclusive = no clear call, values can overlap the other calls; also: inactives centre near 2
An asterisk follows results filed as active; i = inactive; ? = inconclusive; nt = no result given; & = joins results of further samples. Rule as the data show it, unless noted: active = inhibition above about 30%; inconclusive = no clear call, values can overlap the other calls; inactive = below that. Not all compounds are listed (hit frequency here may not be typical).

Order of results: 3CLpro inhibitor	Yp Topo-I inh	BoNT A protease	PrPC surface inh	PfHsp40 yeast	BH1578 lux ind	Anthrax LF prot	TcdB inh	SSB-PriA inh
Cc1cccc(-c2ccc3[nH]c4c(c3c2)CCN2C[C@H]3[C@H](C)ON(C)[C@H]3C[C@@H]42)c1
→ nt	19	2.1	-8	nt	i	1	1.3	nt
N#CC1(NC(=O)COC(=O)c2ccc(Cl)nc2)CCCCC1
→ nt	-5	-1.5	2	-1.3	0.6	-4	-3.8	-9
O=C(Cn1c(=O)n(CCC(=O)N2CCCCC2)c(=O)c2sccc21)NCc1ccccc1
→ -8	2	0.5	7	-1.3	-0.2	0	1.5	-9
CC(=O)Nc1cccc(C(=O)N(CCc2ccccc2)Cc2ccccc2)c1
→ -1	21	-1.9	4	-0.9	-0.8	-9	0.4	3
O=C(Nc1ccccc1Cl)c1ccc([N+](=O)[O-])o1
→ -2	2	-0.3	3	-1.6	0.4	-6	1.3	-12
CC1CC(C)CN(CCCNC(=O)c2ccc(CS(=O)(=O)Cc3ccccc3F)o2)C1 (stereo not given)
→ -2	11	0.0	-1	0.9	-0.5	1	nt	-13
O=S(=O)(Cc1nnnn1-c1ccccc1)c1ccc(Cl)cc1
→ 2	11	-0.8	-5	-0.7	i	2	-1.0	5
Cn1nc(-c2ccc(N3CCOCC3)c(NS(=O)(=O)c3ccccc3)c2)c2ccccc2c1=O
→ -2	3	-6.9	-4	7.2	i	-1	-0.3	8
COc1ccc(-n2c(C)cc(/C=C3\SC(=S)NC3=O)c2C)cc1
→ -3	-11	2.1	-2	-0.4	0.1	2	0.9	13
COc1ccc(-n2c3c(cc(C(=O)Nc4ccc(C)cc4)c2=O)C(=O)CCC3)cc1
→ 4	6	-0.4	2	-0.1	2.8	1	nt	-8
CCN1CCN(C(=O)N(c2ccccc2)c2ccccc2)CC1
→ -1	-1	1.7	-4	-1.8	i	23	0.4	-16
Clc1ccc(-c2nnc(-c3cccc4ccccc34)o2)cc1Cl
→ 2	-5	nt	5	nt	-0.6	nt	0.8	-6
Cc1cccc(N2O[C@H]3C=CC2CCCC3)n1
→ nt	8	0.0	4	-1.3	0.2	-1	-0.3	-1
COc1ccc(C(CNC(=O)CCNS(=O)(=O)c2ccccc2C(F)(F)F)N2CCOCC2)cc1 (stereo not given)
→ nt	-9	1.4	-5	-1.0	-0.3	-4	2.0	-4
CC(=O)c1sc(NC(=O)c2cc(=O)c3ccccc3o2)nc1C
→ 6	8	-0.1	2	-0.5	-0.2	-2	-1.7	-8
CN1CCN(NC(=O)c2ccc(Br)s2)CC1
→ -5	5	-0.4	1	-0.1	-0.5	-2	0.7	-3
CC(C)CN(C(=O)COC(=O)/C=C/c1ccccc1)C1CCS(=O)(=O)C1 (stereo not given)
→ nt	-4	nt	-1	-1.0	i	nt	-1.1	-17
COc1cc(Br)cc(C(c2c(C)n(C)n(-c3ccccc3)c2=O)c2c(C)n(C)n(-c3ccccc3)c2=O)c1O
→ nt	18	0.5	-1	nt	i	6	-1.4	-5
Cc1ccc([C@H]2C[C@H](O)[C@@H](n3cc(COC(=O)c4ccccc4)nn3)CN2Cc2cccs2)cc1
→ nt	40	-0.1	5	nt	-0.2	-8	0.7	nt
CCOn1c(=O)c(-c2cc(OC)ccc2OC)[n+]([O-])c2ccccc21
→ 2	-6	-2.1	3	-0.4	3.8	0	0.9	13
O=C(CS(=O)(=O)c1cn(CC(=O)N2CCOCC2)c2ccccc12)Nc1ccccc1
→ 3	-5	nt	0	-0.8	i	nt	0.9	3
O=C(Nc1cccc(S(=O)(=O)Nc2ccc(Cl)cc2)c1)c1ccc2c(c1)OCCO2
→ 5	-6	0.3	12	2.6	-0.2	-1	0.8	-5
Clc1ccc(-c2nc3ccc(Br)cn3c2Cc2ccccc2)cc1
→ nt	-3	0.5	3	nt	-0.4	4	0.3	nt
COc1ccc(Cc2nc3ccc(C(=O)N(C)CCCN4CCOCC4)cc3o2)cc1
→ -1	7	-1.3	4	0.2	-0.7	0	3.3	-8
Nc1nnc(SCC(=O)Nc2cccc(S(N)(=O)=O)c2)s1
→ 2	-7	0.2	5	-0.9	-0.1	1	0.3	6
Cc1cc(=O)n(Cc2ccccc2)c2c(C)cccc12
→ 1	8	-1.9	2	0.4	-0.4	3	0.1	-27
CC(C)(C)c1cnnn1-c1ccc(NC(=O)c2ccc(Br)o2)cc1
→ 0	10	-2.9	4	1.3	0.1	-1	nt	-4
CCOc1ccc(S(=O)(=O)N2CCCC(C(=O)NC3CC3)C2)cc1Cl (stereo not given)
→ nt	2	12	-2	-0.2	-14	3	0.7	-10
Cc1c(C(=O)N2CCC3(CC2)CC(=O)c2ccccc2O3)cccc1[N+](=O)[O-]
→ nt	15	-2.4	-11	1.9	-4.0	-4	3.1	9
N#CCN(CC#N)C(=O)C1c2ccccc2Oc2ccccc21
→ 6	-17	0.1	-7	4.2	i	4	1.8	-3
Cc1ccc(S(=O)(=O)NCc2ccncc2)cc1C
→ -4	0	0.3	10	-0.3	0.4	-1	-0.2	-6
Cc1cc(C)n2ncc(C(=O)Nc3ccc(Cl)c(Cl)c3)c2n1
→ 4	-4	0.5	-4	0.1	-0.4	0	1.5	-7
CS(=O)(=O)N1CCC(C(=O)NCCc2ccccc2)CC1
→ -4	-6	0.2	0	3.9	i	-4	1.8	-4
COc1ccc(S(=O)(=O)N2CCCN(CCC(=O)Nc3cccc(C(F)(F)F)c3)CC2)cc1
→ -4	-2	-0.4	-5	0.4	i	-2	nt	-2
O=C(O)CCc1n[nH]c(=S)[nH]c1=O
→ -4	1	-0.9	-1	1.6	-0.3	3	0.2	-4&-12
O=C(CN1C(=O)C2CC=CCC2C1=O)NCc1cccs1 (stereo not given)
→ 3	4	0.7	3	0.3	-0.4	0	0.9	-8
CC(=O)Nc1ccc(NC2(C)C(=O)c3ccccc3C2=O)cc1
→ 5	2	0.6	1	0.7	-2.2	0	nt	-14
O=C(CSc1ccccc1)Nc1nnc(/C=C/c2ccccc2)s1
→ 1	3	-1.0	-4	0.2	0.3	0	nt	-1
CN(CCC1CCOCC1)C(=O)CC1C(=O)NCCN1Cc1ccoc1 (stereo not given)
→ 0	-1	0.4	3	-0.4	-0.5	2	0.7	-10
CC1CCCCN1C(=O)Cn1c(=O)n(CCC(=O)NCc2ccco2)c(=O)c2sccc21 (stereo not given)
→ -4	-2	2.5	5	0.6	i	-1	nt	-15

Molecules shown so far that have an aryl methoxy group:
Order of results: 3CLpro inhibitor	Yp Topo-I inh	BoNT A protease	PrPC surface inh	PfHsp40 yeast	BH1578 lux ind	Anthrax LF prot	TcdB inh	SSB-PriA inh
COc1ccc(-n2c(C)cc(/C=C3\SC(=S)NC3=O)c2C)cc1
→ -3	-11	2.1	-2	-0.4	0.1	2	0.9	13
COc1ccc(-n2c3c(cc(C(=O)Nc4ccc(C)cc4)c2=O)C(=O)CCC3)cc1
→ 4	6	-0.4	2	-0.1	2.8	1	nt	-8
COc1ccc(C(CNC(=O)CCNS(=O)(=O)c2ccccc2C(F)(F)F)N2CCOCC2)cc1 (stereo not given)
→ nt	-9	1.4	-5	-1.0	-0.3	-4	2.0	-4
COc1cc(Br)cc(C(c2c(C)n(C)n(-c3ccccc3)c2=O)c2c(C)n(C)n(-c3ccccc3)c2=O)c1O
→ nt	18	0.5	-1	nt	i	6	-1.4	-5
CCOn1c(=O)c(-c2cc(OC)ccc2OC)[n+]([O-])c2ccccc21
→ 2	-6	-2.1	3	-0.4	3.8	0	0.9	13
COc1ccc(Cc2nc3ccc(C(=O)N(C)CCCN4CCOCC4)cc3o2)cc1
→ -1	7	-1.3	4	0.2	-0.7	0	3.3	-8
COc1ccc(S(=O)(=O)N2CCCN(CCC(=O)Nc3cccc(C(F)(F)F)c3)CC2)cc1
→ -4	-2	-0.4	-5	0.4	i	-2	nt	-2

(listing goes on)
Order of results: 3CLpro inhibitor	Yp Topo-I inh	BoNT A protease	PrPC surface inh	PfHsp40 yeast	BH1578 lux ind	Anthrax LF prot	TcdB inh	SSB-PriA inh
COc1cc(OC)c(NC(=O)C(=O)CC(=O)c2ccc(C)cc2C)cc1Cl
→ 2	-4	-0.3	2	1.1	-0.4	-5	1.0	5
CCN(C(=O)COc1ncnc2ccccc12)C1CCCCC1
→ nt	1	-0.7	-2	0.7	i	-1	1.8	-10
O=S(=O)(Nc1c(O)ccc2ccccc12)c1cccc2ccccc12
→ nt	-1	1.4	nt	7.2	0.6	1	nt	17
C=CCc1ccccc1OCC(O)CNC1CCCC1 (stereo not given)
→ 3	-3	0.1	6	0.8	-0.4	1	0.8	0
CC(C)CNC(=O)c1ccccc1C(=O)NC1(C(=O)NCC(C)C)CCCC1
→ nt	2	0.2	6	-0.6	-0.8	0	2.3	-6
CN(C)C(/C=C/Nc1ccccc1F)=C(C#N)C#N
→ -2	4	-0.3	-6	-0.8	-4.8	0	nt	-3
Cc1ccc(S(=O)(=O)Nc2cc(C)cn(Cc3ccc(F)cc3)c2=O)cc1
→ 3	-1	1.9	-6	0.0	-2.2	-11	1.0	0
O=C(CCC1CCCC1)N1CCN(C(=O)COc2ccccc2)CC1
→ 3	18	-0.1	-4	-0.2	i	-2	nt	3
CSc1ccccc1C(=O)N(C)C(c1ccccc1)c1ccccc1
→ 4	26	0.1	9	0.4	-0.3	-2	-0.8	2
COc1ccc(C2=NOC(Cn3nc(-c4ccccc4)cc3C(=O)NCc3ccc(C)cc3)C2)cc1 (stereo not given)
→ nt	21	-0.1	-1	1.4	-0.7	0	0.1	4
COc1ccc(N=C2SCC(=O)N2C)cc1
→ nt	7	-1.0	-4	nt	i	-7	-1.5	nt
CN(Cc1ccc(F)cc1)C(=O)c1cccc(OCc2ccccc2)c1
→ 2	?	0.0	5	6.9	-0.5	0	-1.1	-11
C[C@@H]1CN([C@@H](C)CO)C(=O)c2cc(NC(=O)C3CCCCC3)ccc2O[C@@H](C)CCCCO[C@@H]1CN(C)Cc1ccncc1
→ nt	19	-0.2	-4	nt	-0.5	-4	0.3&-1.0&-5.2	nt
O=C(CN1CCN(Cc2cccc(Cl)c2)C1=O)NCc1ccccn1
→ -1	5	-0.9	-1	0.1	-0.2	-3	1.4	-4
CN(C)c1ccc(N=Nc2cccc3ccoc23)cc1
→ 0	4	-4.2	-1	1.3	-0.7	-10	-0.1	-4
Cc1ccc(S(=O)(=O)N(C)c2ccc(C(=O)Nc3ccc(C)cn3)cc2)cc1
→ nt	14	-0.4	7	2.5	-0.6	1	-0.3	-5
COC(=O)c1ccc(CN2CCN(Cc3ccc(C(=O)OC)o3)CC2)o1
→ 4	2	0.2	-1	-0.3	i	1	nt	-5
COc1cc(C(=S)N2CCCC2)cc(OC)c1O
→ -8	1	-0.4	8	0.7	0.9	-2	nt	-13
COCC1CCN(C(=O)c2cc(COc3ccc4ncccc4c3)on2)CC1
→ 3	2	-0.3	11	-1.3	-1.3	-2	0.5	-2
COc1cccc2c(=O)n(CC(=O)N3CCCCCC3)ccc12
→ -2	1	-0.2	3	-0.6	i	3	0.3	1
Cc1ccc(N(C(C)C(=O)Nc2cccc(N(C)S(C)(=O)=O)c2)S(C)(=O)=O)cc1 (stereo not given)
→ -1	6	-2.2	-3	-0.3	-0.4	-1	-0.7	5
CC(=O)/C(C=Nc1noc(C)c1Br)=C(\C)O
→ 2	-10	0.0	6	1.2	-0.5	-8	0.6	nt
O=C(CCC1CCCC1)c1c(O)c2ccccc2oc1=O
→ 4	-2	-1.4	-6	0.7	-0.3	-8	-0.2	-4
Cc1c(-c2ccccc2)cn2c1-c1ccc(C)n1CC2
→ 8	5	?	-12	-1.1	-0.2	?	nt	-1
NC(=O)c1ccc(NC(=O)COC(=O)c2cc3c(s2)CCC3)cc1
→ nt	14	0.3	-1	-0.3	-7.1	2	1.4	-12
CCOCCCNC(=O)c1ccc2c(=O)n(Cc3ccc(OC)cc3)c(=O)[nH]c2c1
→ 1	6	-0.9	1	8.6	i	1	0.7	-10

A few values from above:
CCOCCCNC(=O)c1ccc2c(=O)n(Cc3ccc(OC)cc3)c(=O)[nH]c2c1 in PfHsp40 yeast → 8.6
NC(=O)c1ccc(NC(=O)COC(=O)c2cc3c(s2)CCC3)cc1 in PrPC surface inh → -1
